Dicer inh = blocks human Dicer maturation of pre-miR-21; cat-ELCCA pre-miR-21 Dicer processing, chemiluminescence; active compounds read high; z-score at 25 µM; 47,000 compounds, 6% hits; AID 1347074; in the data active = z-score above about 3, passing the limit was not always enough;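 also: plate controls were vehicle for no effect and no enzyme for full effect; higher signal means more uncleaved substrate so more Dicer inhibition; strong numbers were not always called active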
Target sequence (Q9UPY3 whole entry, looked up): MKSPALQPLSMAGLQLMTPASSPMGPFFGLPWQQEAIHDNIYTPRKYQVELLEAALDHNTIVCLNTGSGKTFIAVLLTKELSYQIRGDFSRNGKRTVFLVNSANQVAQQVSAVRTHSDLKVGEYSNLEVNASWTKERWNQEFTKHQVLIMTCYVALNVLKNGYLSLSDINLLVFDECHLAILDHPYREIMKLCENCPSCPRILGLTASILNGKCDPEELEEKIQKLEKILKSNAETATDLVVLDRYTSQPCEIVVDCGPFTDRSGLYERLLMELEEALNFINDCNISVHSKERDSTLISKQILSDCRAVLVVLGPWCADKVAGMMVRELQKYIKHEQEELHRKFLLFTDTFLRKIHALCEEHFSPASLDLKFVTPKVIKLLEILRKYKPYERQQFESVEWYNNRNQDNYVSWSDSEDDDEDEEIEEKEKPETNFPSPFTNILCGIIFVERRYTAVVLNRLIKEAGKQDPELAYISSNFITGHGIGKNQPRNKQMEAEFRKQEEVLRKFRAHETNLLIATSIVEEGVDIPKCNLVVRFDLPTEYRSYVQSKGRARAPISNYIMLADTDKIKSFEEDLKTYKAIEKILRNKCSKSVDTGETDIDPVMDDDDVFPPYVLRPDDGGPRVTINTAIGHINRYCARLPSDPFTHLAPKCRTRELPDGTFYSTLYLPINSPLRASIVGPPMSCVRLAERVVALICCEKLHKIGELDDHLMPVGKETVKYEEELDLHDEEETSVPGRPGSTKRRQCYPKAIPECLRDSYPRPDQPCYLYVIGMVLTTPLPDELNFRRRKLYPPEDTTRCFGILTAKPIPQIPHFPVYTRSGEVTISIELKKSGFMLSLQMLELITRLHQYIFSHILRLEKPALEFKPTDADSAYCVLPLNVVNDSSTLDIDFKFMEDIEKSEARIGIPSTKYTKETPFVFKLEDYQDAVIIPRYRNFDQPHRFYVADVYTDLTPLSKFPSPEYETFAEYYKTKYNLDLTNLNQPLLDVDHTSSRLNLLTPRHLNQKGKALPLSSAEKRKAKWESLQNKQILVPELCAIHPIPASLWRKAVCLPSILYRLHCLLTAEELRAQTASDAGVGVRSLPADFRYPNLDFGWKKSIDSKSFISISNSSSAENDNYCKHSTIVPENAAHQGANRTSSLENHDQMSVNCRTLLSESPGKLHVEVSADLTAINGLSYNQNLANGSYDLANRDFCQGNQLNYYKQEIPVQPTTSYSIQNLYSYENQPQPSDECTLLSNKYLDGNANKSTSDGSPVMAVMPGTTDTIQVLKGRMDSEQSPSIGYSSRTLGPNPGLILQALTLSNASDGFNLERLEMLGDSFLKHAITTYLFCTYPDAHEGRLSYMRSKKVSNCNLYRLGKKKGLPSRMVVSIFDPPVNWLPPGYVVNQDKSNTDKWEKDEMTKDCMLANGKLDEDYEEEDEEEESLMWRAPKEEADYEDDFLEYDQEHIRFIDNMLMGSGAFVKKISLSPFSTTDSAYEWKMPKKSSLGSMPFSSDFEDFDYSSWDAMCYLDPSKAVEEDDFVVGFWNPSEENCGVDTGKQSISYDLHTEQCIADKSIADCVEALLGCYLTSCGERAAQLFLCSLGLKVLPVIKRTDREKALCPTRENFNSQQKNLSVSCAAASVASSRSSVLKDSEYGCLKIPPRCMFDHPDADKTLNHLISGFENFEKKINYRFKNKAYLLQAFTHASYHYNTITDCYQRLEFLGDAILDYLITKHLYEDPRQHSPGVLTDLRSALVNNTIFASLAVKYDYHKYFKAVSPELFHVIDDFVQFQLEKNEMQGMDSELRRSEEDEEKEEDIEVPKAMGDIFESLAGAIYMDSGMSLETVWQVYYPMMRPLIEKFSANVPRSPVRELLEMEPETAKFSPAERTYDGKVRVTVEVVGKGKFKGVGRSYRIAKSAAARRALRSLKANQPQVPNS
Starred values were filed as active, the others as inactive. Only part of the results is shown (hit frequency here may not be typical).

structure,Dicer inh
Cc1ccc(N2C(=O)CC(N3CCCC4CCCCC43)C2=O)cc1 (stereo not given),2.1
CCOC(=O)c1cc(C)nn1Cc1c(Cl)cccc1Cl,-0.81
CCOC(=O)c1c(C)oc2ccc(OC)cc12,2.2
O=C(CSc1ccc(Cl)cc1)Nc1ccc(F)cc1,-0.6
COc1cc2ncnc(Sc3ccc(Cl)cc3)c2cc1OC,-1.4
CCOc1ccccc1C1C2=C(Nc3c1c(=O)[nH]c(=O)n3C)c1ccccc1C2=O (stereo not given),0.22
Oc1ccc(Nc2nc(N3CCOCC3)c3ccccc3n2)cc1,-1.2
COc1ccc(NC2CC(=O)N(c3ccccc3Cl)C2=O)cc1 (stereo not given),0.97
Cc1ccc2c(c1)C(=O)OC(C(=O)Nc1cc(C)on1)C2 (stereo not given),-1
COc1ccc(NC2=NC(C)(CO)CS2)cc1 (stereo not given),0.62
CC1=C(C(=O)OC2CCCC2)C(c2ccc(Br)cc2)C2=C(CC(C)(C)CC2=O)N1 (stereo not given),-0.64
Cc1ccccc1-n1c(=S)[nH]c2sc(-c3ccccc3)cc2c1=O,2.5
CC(C)(C)c1ccc(-c2nnc3n2N=C(c2ccccc2O)CS3)cc1,1.2
Cc1ccc(-c2csc3nnc(C(F)(F)F)n23)cc1,0.33
CCOC(=O)CN1C(C)=Nc2ccc(Br)cc2C1c1ccccc1 (stereo not given),0.4
Nc1ccc(-c2nc3ccccc3o2)cc1Cl,1.5
N#Cc1c(C(F)(F)F)cc(-c2cccs2)nc1Sc1ccccc1NC(=O)Nc1ccccc1,-0.87
CC(=O)CSc1nnc(-c2ccccc2)n1-c1ccccc1,-1.3
Cc1ccc(S(=O)(=O)CCN(CCS(=O)(=O)c2ccc(C)cc2)c2ncccn2)cc1,-0.46
O=C(O)c1ccc2ccccc2c1Br,-0.96
Cc1cc(C(F)(F)F)nc2cc(-c3ccc(Cl)cc3)nn12,0.22
COc1ccc(C2=NN(C(=O)CCCC(=O)O)C(c3ccc(F)cc3)C2)cc1OC (stereo not given),3.8*
Clc1ccccc1SCSc1ccccc1Cl,1.7
COc1cc(CO)c(-c2c[nH][nH]c2=O)cc1OC,0
CC(=O)Nc1nnc(-c2c(-c3c(Cl)cccc3Cl)noc2C)o1,1.3
Cc1c(S(=O)(=O)c2ccc(Cl)cc2)csc1C(=O)Nc1ccc2c(c1)C(=O)OC2,2.1
COc1ccc(NC(C)=O)c(NC(=O)c2ccc(Cl)cc2Cl)c1,-0.32
CCCN(CCC)C(=S)NC(=O)c1cccc([N+](=O)[O-])c1,1.9
O=C(NC1CCN(Cc2ccccc2)CC1)c1ccc(-n2cccn2)cc1,-0.52
COc1ccc(S(=O)(=O)NCCO)cc1C(=O)O,1.9
Clc1ccc(/C=N/Nc2ncnc3c2cnn3-c2ccccc2)cc1,2.8
COc1cc(C2OC(c3cc(C)ccc3[N+](=O)[O-])=NN2C(C)=O)cc(OC)c1OC (stereo not given),-0.46
CC(C)Nc1ncnc2sc3c(c12)CCCC3,-0.71
Cn1c(=O)c2c(nc(NC3CCCCC3)n2Cc2ccc(Br)cc2)n(C)c1=O,-1.6
Cc1cc(F)ccc1S(=O)(=O)NCC1CC2CCC1C2 (stereo not given),-0.72
CNS(=O)(=O)c1ccc(C)cc1I,0.09
O=C1CC(Nc2ccc(O)cc2)C(=O)N1c1ccccc1 (stereo not given),-3.4
CCc1ccc(Oc2c(C(F)(F)F)oc3c(CN4CCOCC4)c(O)ccc3c2=O)cc1,-1.1
NN/C(=N\S(=O)(=O)c1ccccc1)NNc1ccccc1,1.7
O=S(=O)(N/N=C/c1ccsc1)c1ccc(Cl)s1,-0.4

Four of these compounds, reformatted:
mol: Clc1ccc(/C=N/Nc2ncnc3c2cnn3-c2ccccc2)cc1
  Dicer inh = 2.8

mol: Cc1c(S(=O)(=O)c2ccc(Cl)cc2)csc1C(=O)Nc1ccc2c(c1)C(=O)OC2
  Dicer inh = 2.1

mol: COc1ccc(NC(C)=O)c(NC(=O)c2ccc(Cl)cc2Cl)c1
  Dicer inh = -0.32

mol: CC(C)Nc1ncnc2sc3c(c12)CCCC3
  Dicer inh = -0.71

Continuation:
structure,Dicer inh
COC(=O)c1sc(N2CCCC2)c(S(=O)(=O)C(C)C)c1N,-0.38
N#CC1=C2N=C(N)c3ccccc3N2C2=C(C(=O)CCC2)C1c1cccc(Cl)c1 (stereo not given),0.66
CC(C)(C)NC(=O)N1CCN(c2cc(C(F)(F)F)ccn2)CC1,0.75
Cc1cc(C)c2oc(-c3ccc(N)cc3)nc2c1,-0.73
Cc1ccc(C(=O)CSc2n[nH]c(-c3ccco3)n2)cc1C,-0.82
C=C1COC(=O)N1Cc1ccccc1Cl,0.17
COc1ccc(C2C(C#N)=C(N)Oc3cc(N)ccc32)cc1OC (stereo not given),-0.74
COC(=O)CC1C(=O)NC(C)=C1C(=O)OC (stereo not given),-0.61
O=C1CN2Cc3c(ccc(Cl)c3Cl)N=C2N1,-0.66
O=C1Nc2ccc(S(=O)(=O)Nc3ccc4oc5c(c4c3)CCCC5)c3cccc1c23,1.6
Cc1ccc(CSC2=NCCCN2)cc1C,1.8
O=C(Cn1cnc([N+](=O)[O-])n1)OCCCc1ccccc1,3.5*
Cn1cnc(S(=O)(=O)Oc2ccccc2N2CCCCC2)c1,0.75
CCOc1cc(C2C(C(=O)OCCOc3ccccc3)=C(C)NC3=C2C(=O)CCC3)ccc1O (stereo not given),2.1
COc1ccc(C2/C(=C(\O)c3ccccc3)C(=O)C(=O)N2c2cccc(Cl)c2)cc1OC (stereo not given),-0.08
COc1ccc(/C(O)=C2\C(=O)C(=O)N(CCN3CCNCC3)C2c2ccc(F)cc2)cc1 (stereo not given),-4.4
CCOc1cccc(C2C3=C(Nc4c2c(=O)[nH]c(=O)n4C)c2ccccc2C3=O)c1 (stereo not given),-2.3
Cc1[nH]c2ccccc2c1C1(O)C(=O)N(Cc2ccc3c(c2)OCO3)c2ccccc21 (stereo not given),3.9*
Clc1ccc(-c2nn(-c3ccccc3)cc2C2C=C(c3ccccc3)Nc3ncnn32)cc1 (stereo not given),-0.12
CC(C)(CC(=O)O)C(CCC(=O)O)C(=O)O (stereo not given),0.67
O=C1c2ccccc2O[C@@H](c2ccccc2)[C@@H]1O,-0.24
CCCN(CCC)C(=S)NC1CC2C=CC1C2 (stereo not given),2.6
Cc1ccc(OCC(O)Cn2nc(C)cc2C)cc1 (stereo not given),2.4
COc1ccc(CCNc2oc(COc3ccccc3Cl)nc2C#N)cc1OC,-1
C=CCn1c(SC)nnc1-c1ccc2ncccc2c1,-1.2
Nc1ccc(Cc2nc3ccccc3[nH]2)cc1,1.3
Cc1ccc(S(=O)(=O)NC(=O)Nc2nc(-c3ccc(F)c(F)c3)cs2)cc1,-0.18
CCN(CC)C(=O)Nc1ccc(OC)cc1,0.09
O=C(Nc1ccc(Cl)cc1)c1cnc(SCc2ccco2)cc1C(F)(F)F,-1.7
CC(C)(C)NC(=O)Nc1ccc(Cl)cc1,-0.17
O=C1c2ccccc2C(=O)N1CNc1ccc(I)cc1F,0.62
COc1ccc(C2c3c(oc4ccccc4c3=O)C(=O)N2c2nccs2)cc1OC (stereo not given),-0.57
COC(=O)/C(C#N)=C/c1ccccc1Cl,-0.12
Cc1ccc(Cn2c(Oc3ccc(Cl)cc3Cl)nc3c2c(=O)n(C)c(=O)n3C)cc1,-1.6
CC(=O)N/C(=C\c1ccc(Cl)cc1)C(=O)O,-0.59
Brc1cc2c(cc1CSc1nc3ncccc3[nH]1)OCO2,-0.34
CC(C)(C)n1nc(-c2ccc(Cl)cc2)c(C#N)c1N,0.84
CC(C)(C)c1cc(-c2nc(-c3ccccn3)no2)n(Cc2ccccc2)n1,-1.6
C/C(Cn1c(=O)oc2ccccc21)=N\OC(=O)Nc1ccccc1,6.8
CC1=C(C(=O)OCCOc2ccccc2)C(c2ccncc2)C2=C(CC(C)(C)CC2=O)N1 (stereo not given),0.42
CSc1ccc(-c2ncnn2-c2ccc(C)c(Cl)c2)cc1,-1.8
c1cnc2nc(-c3ccc4c(c3)OCCO4)cn2c1,-2.6
CSC(=S)Nc1ccc(NC(C)=O)cc1,-0.75
O=S(=O)(c1cc(S(=O)(=O)N2CCOCC2)c(Cl)s1)N1CCOCC1,0.84
CC(=O)OC(C(=O)O)C(OC(C)=O)C(=O)Nc1ccc(Cl)cc1 (stereo not given),3.1*
N[C@H](C(=O)O)[C@H](O)c1ccc(O)c(O)c1,0.01
CC1(C)CC(=O)c2cc(C(=O)Nc3ccc4c(c3)C(=O)NC4=O)c(=O)n(-c3ccc(Cl)cc3)c2C1,0.35
Cc1nn(-c2ccccc2)nc1CNC(=O)c1cc(F)cc2c1OCOC2,0.23
COc1ccc([N+](=O)[O-])c(OC)c1C(=O)NC(=O)Nc1nc(C)cc(C)n1,-0.66
Cc1onc(-c2c(Cl)cccc2Cl)c1C(=O)OC(Cc1ccccc1)C(F)(F)F (stereo not given),-0.42
c1nc(N2CCOCC2)c2sccc2n1,0.95
COCCCN1C(=O)c2cccc3c(N4CCOCC4)ccc(c23)C1=O,0.75
COC(=O)CSc1nc(C)nc2c1oc1ccccc12,-0.34
CCOC(=O)c1c(N)c2cc([N+](=O)[O-])ccc2n1C,-0.62
CN(C(=O)c1cnc(Oc2ccc(Cl)cc2)cc1C(F)(F)F)c1ccc(Cl)c(Cl)c1,-1.5
COc1ccc(O)c(C2=NN3C(C2)c2cccc(OC)c2OC3c2ccncc2)c1 (stereo not given),6.2*
CSC1=N/C(=C\c2cccc(Br)c2)C(=O)S1,0.96
CC(C)Cc1ccc(C(=O)C(C)N2CCN(c3ccc(C(F)(F)F)cn3)CC2)cc1 (stereo not given),0.05
O=C(Nc1ccc(O)cc1)c1c(O)c2ccccc2[nH]c1=O,-1.2
CC(C)(C)SCC(=O)c1ccc2c(c1)CCC(=O)N2,-0.9

Carrying on:
structure,Dicer inh
CCc1cccc(C)c1N1C(=O)c2cccnc2C1=O,1.3
Cc1ccc(OCc2nc(-c3ccncc3)no2)c(C)c1,-1
CCN1C(=O)C2(/C(=C(/O)c3ccc(C)c(F)c3)C(=O)C(=O)N2CCCOC)c2ccccc21 (stereo not given),-0.56
CC(C)=NNC(=S)NC1CC2CCC1C2 (stereo not given),-0.05
Cc1noc(/C=C/c2cn(C)c3ccccc23)c1[N+](=O)[O-],0.83
CN(C)CCNc1ncnc2scc(-c3ccccc3)c12,-0.59
O=C1CSCC(=O)N1c1ccc(F)c(F)c1F,0.54
NC(=O)c1nnn(Cc2ccccc2Cl)c1N,0.22
COc1ccc(OC)c2c(=O)cc(C(=O)O)oc12,0.81
C=CCn1c(SCCCC)nc(O)cc1=O,-0.79
CCN(c1cccc2ccccc12)S(=O)(=O)c1ccccc1,0.23
CC1=NN(c2ccc(N=Cc3ccc(Cl)c(Cl)c3)cc2)C(=O)C1,-5.8
O=C(CSc1nc2ccccc2s1)NCc1ccco1,-1.3
O=C1CC(c2ccccc2Cl)c2c(n[nH]c2-c2ccccc2)N1 (stereo not given),-1.1
COC(=O)C1=C(C)NC2=C(C(=O)CCC2)C1c1ccc(-c2cccs2)s1 (stereo not given),2.6
CSc1nnc(-c2ccco2)n1-c1ccc(OCc2ccccc2)cc1,-0.59
Cc1nc2sc3c(NCCc4ccccc4)ncnc3c2c2c1COC(C)(C)C2,1.4
CCOc1ccc(C2C(C(=O)OC3CCCCC3)=C(C)NC3=C2C(=O)CC(C)(C)C3)cc1OC (stereo not given),-0.16
Cc1ccc2cc(-c3noc(C(C)C)n3)c(=O)[nH]c2c1,-1.6
CC1(C)C(=O)OC(c2ccc(Br)cc2)C2(CCCCC2)C1=O (stereo not given),-0.96
Cc1ccc(/C(O)=C2\C(=O)C(=O)N(CCCN3CCOCC3)C2c2ccccc2)cc1 (stereo not given),0.17
COc1cc2c(cc1OC)CN(C(=O)c1ccco1)CC2,5*
COc1ccccc1O,1.4
NNC(=O)Cn1nnc(-c2cccc(Cl)c2Cl)n1,7.9
O=S(=O)(NCc1cccc(Cl)c1)c1sc(Br)cc1Br,0.62
CCOC(=O)N1CCc2c(sc3c2C(=O)NC(c2ccc(OC)cc2)N3)C1 (stereo not given),-5.7
Cn1c(Cn2cnc3ccccc32)nc2ccccc21,0.87
CCOc1cccc(=O)c2c(C)oc(C)c12,0.22
Cc1cc(Cl)ccc1NC(=S)NNC(=O)c1ccccc1Cl,-1.4
Cc1ccc(S(=O)(=O)NC(=O)Nc2c(C)n(C)n(-c3ccccc3)c2=O)cc1,-5.3
Cn1c(NCc2ccccc2)nc2c1c(=O)n(Cc1ccccc1Cl)c(=O)n2C,-0.69
COc1ccc(-c2noc(/C=C/c3ccccc3Cl)n2)cc1OC,0.46
COCCNC(=O)CN1C(=O)c2ccccc2S1(=O)=O,3
O=C1CCC(c2ccc(F)cc2)=NN1c1ccc([N+](=O)[O-])cc1,-0.66
Cc1nn2c3ccccc3n(CCN3CCCCC3)c2nc1=O,3.1*
O=C1CCC([N+](=O)[O-])C(c2ccccc2OCc2ccccc2)N1 (stereo not given),1.9
O=C1OCCN/C1=C/C(=O)c1ccccc1,0.78
Cc1cc(C)cc(NC(=O)C2Sc3nnc(C)n3NC2c2ccc(Cl)cc2)c1 (stereo not given),-0.77
Cc1onc(-c2c(Cl)cccc2Cl)c1C(=O)NC(C)(C)C,-0.74
